Assay outcomes: PubChem, Sanford-Burnham Center for Chemical Genomics
Jurkat NFkB inh = lowers PMA/ionomycin-induced NF-kB signal in Jurkat cells; inhibition, % at 4 µM; PMA/ionomycin-induced NF-kB luciferase reporter, luminescence; 330,000 compounds, 0.53% hits; AID 435003; in the data active = inhibition above about 50%
697 NFkB inh = lowers PMA/ionomycin-induced NF-kB signal in 697 B cells; 330,000 compounds, 0.33% hits; inhibition, % at 4 µM; 697 B-cell NF-kB luciferase reporter, 16 h; in the data active = inhibition above about 35%
UPR CHOP act = activators of apoptotic arm of unfolded protein response (CHOP). CHO-CHOP luciferase reporter, UPR activation, luminescence; percent of tunicamycin response over DMSO baseline. 330,000 compounds, 0.34% hits. activation, % at 10 µM. AID 449763;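 active = at 10 µM dose, activation of 40% or more, normalized to positive control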;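 also: 100% = tunicamycin at 10 µg/mL and 0% = DMSO alone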
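Test system: CHO CHOP reporter cells. Input: 500 CHO-CHOP cells per well. Medium: F12 with 10% FBS. Technique: luciferase luminescence. Measure: percent activation relative to tunicamycin control. Dosing: 10 µM compound, 0.5% DMSO. Timing: 16-18 h cell attachment, then 6 h compound exposure, 37 °C.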
Gli-Sufu block = blocks Gli-Sufu signaling in a luciferase reporter. Sufu-KO-LIGHT fibroblasts, Gli luciferase reporter luminescence. inhibition, % at 5 µM. 340,000 compounds, 0.74% hits. AID 588413;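 active = inhibition above about 55%, limit read from the data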;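 also: 0% = DMSO-treated cells and 100% = wells with medium but no cells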
Mdm2 MdmX PPI = disrupts the human Mdm2-MdmX interaction; AID 485346; SaOS-2 split-luciferase Mdm2/MdmX complementation, luminescence; inhibition, % at 8 µM; 330,000 compounds, 3% hits; O15151+Q00987;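 active = inhibition of at least 50% at 8 µM in the primary screen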
UPR XBP1 act = activators of adaptive arm of unfolded protein response (XBP1). CHO-XBP1 luciferase reporter, IRE1-XBP1 UPR activation, luminescence; percent of tunicamycin response, DMSO as zero. activation, % at 20 µM. 330,000 compounds, 0.33% hits. AID 463104;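 active = versus positive control, 20 µM dose yields 30% or more activation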;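 also: 100% = tunicamycin at 10 µg/mL and 0% = DMSO only wells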
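Material: CHO cell line with stable XBP1 luciferase reporter; schedule: 16-18 h cell attachment at 37 °C, then 6 h compound exposure; signal: glow luminescence from Steady-Glo reagent; medium: serum-containing F12 medium, 10% FBS; benchmarks: tunicamycin 10 µg/mL and vehicle-only wells; read-out: percent activation relative to tunicamycin reference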
CCR6 antag = antagonists of human CCR6 receptor; P51684; CHO-K1 CCR6 PathHunter beta-arrestin, luminescence, CCL20-stimulated; inhibition, % at 20 µM; 340,000 compounds, 0.49% hits; AID 493098;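 active = compounds whose inhibition of the agonist-driven luminescence signal at 20 µM reaches about 50%, limit read from the data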;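 also: cells stimulated with CCL20 at 14 nM final; plate controls were DMSO with CCL20 for no effect and DMSO without agonist for full effect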
Target sequence (P51684 whole entry, looked up): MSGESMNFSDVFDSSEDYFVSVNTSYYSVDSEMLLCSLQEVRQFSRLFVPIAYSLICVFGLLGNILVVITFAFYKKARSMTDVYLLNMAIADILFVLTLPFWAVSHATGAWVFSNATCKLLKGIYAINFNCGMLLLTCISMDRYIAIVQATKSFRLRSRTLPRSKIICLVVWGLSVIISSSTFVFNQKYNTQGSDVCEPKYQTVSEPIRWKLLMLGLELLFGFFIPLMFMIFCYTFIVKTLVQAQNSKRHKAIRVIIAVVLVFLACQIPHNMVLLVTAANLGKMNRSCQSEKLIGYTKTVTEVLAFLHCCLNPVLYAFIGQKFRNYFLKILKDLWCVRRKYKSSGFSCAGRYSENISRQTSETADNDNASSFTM
CXCR6 block = CXCR6 (human) receptor inhibition; 360,000 compounds, 0.36% hits; inhibition, % at 20 µM; O00574; CHO-K1 PathHunter CXCR6 beta-arrestin, luminescence; in the data active = inhibition above about 34%, passing the limit was not always enough;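 also: antagonist mode with CXCL16 agonist at 10 nM final; 0% = 10 nM CXCL16 with DMSO and 100% = unstimulated wells without agonist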
EBI2 block = blocks human EBI2 receptor beta-arrestin signaling. inhibition, % at 5 µM. 360,000 compounds, 0.81% hits. P32249. AID 651636. EBI2 beta-arrestin recruitment, luminescence, 7a,25-OHC stimulated; in the data active = inhibition above about 38%;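 also: enzyme fragment complementation signal reports receptor beta-arrestin coupling in cells; 0% = agonist plus DMSO wells and 100% = wells without agonist; some results beyond the cut were filed as inactive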
Target sequence (P32249 whole entry, looked up, the tested form may be a part): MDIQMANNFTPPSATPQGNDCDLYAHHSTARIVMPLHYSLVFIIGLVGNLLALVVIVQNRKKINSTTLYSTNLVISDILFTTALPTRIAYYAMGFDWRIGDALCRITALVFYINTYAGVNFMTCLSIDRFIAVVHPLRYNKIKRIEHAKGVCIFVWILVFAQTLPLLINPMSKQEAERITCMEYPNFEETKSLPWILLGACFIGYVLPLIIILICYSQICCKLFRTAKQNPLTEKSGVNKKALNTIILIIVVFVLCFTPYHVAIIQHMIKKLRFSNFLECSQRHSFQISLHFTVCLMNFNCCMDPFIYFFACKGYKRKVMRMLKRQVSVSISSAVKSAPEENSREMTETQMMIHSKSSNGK
* hit, by the source's call; x = no result given.

SMILES | Jurkat NFkB inh | 697 NFkB inh | UPR CHOP act | Gli-Sufu block | Mdm2 MdmX PPI | UPR XBP1 act | CCR6 antag | CXCR6 block | EBI2 block
COc1cccc(CCc2nnc(CCC(=O)NCCc3cccc(C)n3)o2)c1 | 0 | 9 | 2.5 | -3 | 13 | 3 | -4 | -6 | -8
Cc1ccc([N+](=O)[O-])c(C(=O)Nc2cccnc2Cl)c1 | 7 | 9 | -1.9 | -5 | -1 | -5 | 8 | -6 | 1
COc1ccc(Cl)cc1NC(=O)CN(C)C(=O)c1cccc(-n2cnnn2)c1 | -2 | 7 | 0.9 | -7 | 19 | 0 | 5 | 6 | -6
CCC(C)[C@H](NC(=O)N1CCN(C)CC1)C(=O)OC (stereo partly specified) | x | x | x | -3 | x | x | 13 | -6 | 3
CSc1nnnn1-c1c(C)cc(C)cc1C | 12 | -9 | -1.2 | 1 | 3 | 0 | 9 | -2 | -15
O=C(c1ccccc1)c1cc([N+](=O)[O-])ccc1N1CCOCC1 | 51* | -8 | 1.3 | 50 | 34 | 9 | -8 | 0 | -8
CN1CCN(c2ccccc2NC(=O)c2ccccc2F)CC1 | 11 | 15 | -0.1 | -3 | -7 | -2 | 1 | -2 | -3
O=c1[nH]c(=S)ccn1C1OC(CO)C(O)C1O (stereo unspecified) | -1 | 7 | -1.7 | -2 | 21 | -2 | -2 | 5 | -3
COc1ccc(/C=C/c2c([N+](=O)[O-])c(=O)n(C)c(=O)n2C)cc1 | -3 | 5 | 0.0 | -3 | 7 | -2 | -2 | -6 | -7
Oc1c(Br)cc(Br)cc1C=Nc1ccc2c(c1)OCCO2 | -5 | -27 | -4.4 | 9 | 31 | -6 | 46 | 34 | -19
CCOc1ccccc1NC(=S)N1CCN(c2ccccc2F)CC1 | -7 | -20 | -0.4 | -19 | 24 | -1 | -11 | 9 | -1
CCc1ccnc(NS(=O)(=O)c2ccc3c(c2)CCO3)c1 | -4 | -18 | -1.8 | -3 | 15 | 2 | 14 | 3 | 4
COc1cc(/C=C2/NC(=O)NC2=O)cc(Br)c1OCc1cccc(C(=O)O)c1 | -10 | -5 | -2.3 | 0 | -15 | -3 | 4 | -10 | 1
CC(C)(O)CCCC(C)(O)c1ccc(C(=O)O)cc1O (stereo unspecified) | 23 | 18 | -0.7 | -3 | -1 | -1 | 15 | 0 | -4
Cc1cccc(NC(=O)C2CC(=O)OC23CCCC3)c1 (stereo unspecified) | -14 | -2 | 0.2 | -6 | 37 | 1 | 0 | -2 | -1
O=c1c(Cc2ccc(Cl)cc2)c(O)ccn1Cc1ccncc1 | 5 | 9 | 0.7 | 3 | 0 | 7 | -5 | -7 | -11
Cc1cccc(C(=O)NC(=S)NCc2cccnc2)c1 | 2 | -3 | -1.0 | 3 | -16 | 0 | 2 | -10 | -9
N#Cc1cccc(NC(=O)CCc2ccc(S(=O)(=O)N3CCOCC3)cc2)c1 | -6 | 17 | 1.4 | 5 | 4 | -1 | 12 | 0 | -7
CCCCC[C@@H]1C=C(C(=O)O)[C@H](c2ccc(Cl)cc2)N1S(=O)(=O)c1ccc(C)cc1 | -3 | -4 | -0.1 | 2 | -16 | -4 | -1 | -2 | -2
CCOC(=O)c1c(-c2cccc([N+](=O)[O-])c2)csc1NC(=O)CCCOc1ccccc1OC | x | x | x | 1 | x | x | -1 | -4 | 3
Cc1cnn(CCC(=O)NNC(=S)Nc2ccc(F)cc2)c1 | -6 | 9 | -1.3 | -3 | 6 | -5 | 1 | -2 | 1
O=C(CN1CCCCC1)NCCNC(=O)CN1CCCCC1 | 1 | 6 | 2.3 | 3 | -7 | 0 | -1 | 2 | -30
COc1cc(S(=O)(=O)NCCCn2ccnc2)ccc1F | 8 | 0 | 3.1 | -18 | 16 | -2 | 8 | -12 | -11
COC(=O)[C@@]1(C)[C@H]2C(=O)N(C)C(=O)[C@H]2[C@H]2CN=C(SCc3ccc(Cl)cc3)N21 | x | 11 | 0.9 | -8 | 6 | 3 | 14 | 2 | -4
Cc1ccccc1-c1nnc2c3ccccc3c(C)nn12 | 15 | 3 | -0.1 | -33 | 0 | -4 | 15 | 2 | -6

Entries of single compounds from above. Values in the order: Jurkat NFkB inh	697 NFkB inh	UPR CHOP act	Gli-Sufu block	Mdm2 MdmX PPI	UPR XBP1 act	CCR6 antag	CXCR6 block	EBI2 block
COc1ccc(Cl)cc1NC(=O)CN(C)C(=O)c1cccc(-n2cnnn2)c1 as listed: -2	7	0.9	-7	19	0	5	6	-6
O=C(c1ccccc1)c1cc([N+](=O)[O-])ccc1N1CCOCC1 as listed: 51*	-8	1.3	50	34	9	-8	0	-8

Some of these compounds in order of the EBI2 block value, highest first.
canonical_smiles | EBI2 block
CCC(C)[C@H](NC(=O)N1CCN(C)CC1)C(=O)OC (stereo partly specified) | 3
COc1cc(/C=C2/NC(=O)NC2=O)cc(Br)c1OCc1cccc(C(=O)O)c1 | 1
CCOc1ccccc1NC(=S)N1CCN(c2ccccc2F)CC1 | -1
CCCCC[C@@H]1C=C(C(=O)O)[C@H](c2ccc(Cl)cc2)N1S(=O)(=O)c1ccc(C)cc1 | -2
O=C(c1ccccc1)c1cc([N+](=O)[O-])ccc1N1CCOCC1 | -8
COc1cc(S(=O)(=O)NCCCn2ccnc2)ccc1F | -11
O=C(CN1CCCCC1)NCCNC(=O)CN1CCCCC1 | -30

(cont.)
SMILES | Jurkat NFkB inh | 697 NFkB inh | UPR CHOP act | Gli-Sufu block | Mdm2 MdmX PPI | UPR XBP1 act | CCR6 antag | CXCR6 block | EBI2 block
Cc1cccc(C(C)Nc2ccc([N+](=O)[O-])cn2)c1 (stereo unspecified) | -1 | 26 | -0.8 | 1 | -1 | 1 | 16 | 3 | 12
O=C(Nc1cc(S(=O)(=O)N2CCCC2)ccc1Cl)c1cc(F)c(F)c(F)c1F | -9 | 23 | 1.2 | 3 | 20 | -2 | -8 | -6 | 3
CC1CC(C)CN(C(=O)c2cc(-c3ccncc3)nc3ccccc23)C1 (stereo unspecified) | 12 | 18 | -1.8 | -1 | -9 | -2 | 7 | 7 | 4
CC(c1nc2ccccc2c(=O)[nH]1)N1CCCN(S(=O)(=O)c2ccc(F)cc2)CC1 (stereo unspecified) | 2 | 6 | -1.2 | -5 | 0 | -2 | -4 | -21 | 26
COc1ccc(C(=O)CC2OC(=O)c3c2ccc(OC)c3OC)cc1 (stereo unspecified) | 8 | 13 | -3.8 | -3 | -24 | -6 | -2 | -5 | -16
CCOC(=O)N1CCC(NC(=O)c2ccc3c(c2)N=C(CC)c2ccccc2S3)CC1 | 2 | -14 | -0.8 | 13 | 27 | -1 | 16 | 2 | -15
O=c1nc2s/c(=C\c3ccc(-c4ccccc4[N+](=O)[O-])o3)c(=O)n2nc1-c1ccccc1 | x | x | x | -9 | x | x | 58* | 0 | -6
CC(=O)NC(=S)Nc1cccc2c(C)cc(C)nc12 | -11 | 4 | -1.8 | -5 | 8 | -1 | 11 | -6 | -5
NS(=O)(=O)c1ccc(NC(=O)Cn2ncc3c2-c2ccccc2OC3)cc1 | 1 | -2 | 1.2 | -21 | 5 | -1 | 11 | -9 | -2
CCOC(=O)c1c(NC(=O)CSc2nnc(-c3ccncc3)n2Cc2ccco2)sc(C(C)=O)c1C | x | x | x | -10 | x | x | -29 | 3 | -12
CCOC(=O)C1=C(c2ccccc2)NC(=O)NC1c1ccc(OC)cc1 (stereo unspecified) | -1 | 2 | 1.3 | -5 | 5 | 0 | 8 | -4 | 4
COc1ccccc1CN1CCN(Cc2nc(-c3ccc(C)cc3)oc2C)CC1 | 1 | -13 | 1.0 | 25 | -7 | 1 | 13 | 4 | -6
Cc1ccc(C(=O)Nc2ccc(S(=O)(=O)N3CCCC3)cc2)o1 | -17 | -19 | -1.7 | -2 | 9 | -2 | -8 | -3 | -9
O=C(COC(=O)c1ccccc1Nc1ccccc1)NCc1ccccc1 | -8 | 12 | 2.2 | 44 | -16 | -2 | 7 | 4 | -3
NNC(=O)C(=O)/C=C1\NC2(CCCC2)Cc2ccccc21 | -3 | -4 | 0.1 | 4 | 21 | -2 | 0 | -4 | -1
COc1ccc(NC(=O)CCc2c(C)nc3nc(CNC(=O)c4cccc(F)c4)nn3c2C)cc1OC | -6 | 1 | 0.1 | -18 | 5 | -5 | -6 | -3 | -6
CSc1ccc(CCNC(=O)c2cc(C)nn2-c2ccccc2)cc1 | -19 | -4 | -0.3 | 3 | -34 | -1 | 5 | -3 | 13
O=C(NC1CCCCC1)c1ccc(-c2ccccc2F)o1 | -163 | -163 | 0.2 | -68 | -153 | -5 | 5 | -8 | 10
NC(=S)NN=C1CCC2(CCCCC2)CC1 | x | x | x | 15 | x | x | 21 | 12 | 16
COc1ccccc1C(=O)COC(=O)CSCC(=O)Nc1cc(C)on1 | 8 | 5 | -2.2 | -7 | 10 | -1 | 10 | 10 | 4
N/C(=N\OC(=O)Cc1ccccc1[N+](=O)[O-])c1ccncc1 | -3 | 5 | -0.5 | -3 | 5 | 1 | -5 | 6 | -5
COc1ccc(NC(=O)CCNC(=O)Cn2cnc3ccccc3c2=O)c(OC)c1 | 9 | -26 | 23 | -2 | -8 | -3 | 13 | 3 | 4
O=[N+]([O-])c1ccc(N2CCN(C(=S)Nc3ccccc3)CC2)cc1 | 14 | -1 | -0.3 | 8 | -2 | -1 | 7 | -4 | -1
Cc1ccccc1Cn1ccc(-c2ccc3c(c2)OCO3)n1 | -48 | -54 | 2.6 | -29 | -16 | 5 | -3 | -6 | 5
O=C(Nc1ccc(N2CCOCC2)cc1)c1ccc(Cl)nc1 | -15 | 14 | 0.7 | 3 | 13 | -7 | 11 | -36 | -5
CCC(C)NC(=O)C1CCC(CNS(=O)(=O)c2ccc3c(c2)CC(C)N3C(C)=O)CC1 (stereo unspecified) | 0 | 13 | -0.6 | -3 | 9 | -1 | -13 | -5 | -9

Printed as active in Jurkat NFkB inh, among the entries above:
molecule | Jurkat NFkB inh | 697 NFkB inh | Mdm2 MdmX PPI | UPR XBP1 act | CCR6 antag | CXCR6 block | EBI2 block
O=C(c1ccccc1)c1cc([N+](=O)[O-])ccc1N1CCOCC1 | 51* | -8 | 34 | 9 | -8 | 0 | -8

Hits appear at their usual frequency; overall some 5% were active at least once.
